MRP-1 activ = H69AR viability gain despite doxorubicin, primary screen, MRP-1 activator project, H69AR cells, CellTiter-Glo | viability rescue | viability increase, % at 10 µM | 140,000 compounds, 0.61% hits;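 active = viability gain under doxorubicin at or above a set limit, the compound median plus 3 SD, cut at about 4.7% in these data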;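 note: MRP-1 overexpressing cells given doxorubicin 25 µM after compound pretreatment; 18-22 h compound pretreatment then 72 h with doxorubicin before readout; 0% = doxorubicin-only wells and 100% = vehicle-treated cells without doxorubicin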
E-sel TNF inh = E-selectin induction blockers in HUVEC – imaging, immunofluorescence, high content, primary screen; HUVEC TNFa-induced E-selectin immunofluorescence; inhibition, % at 2 µM; 120,000 compounds, 0.71% hits; AID 1246, 2008;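 active = inhibition above the batch mean plus 3 SD, and confirmed as a hit on visual image review, cut at about 43% in these data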;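 note: 0% = TNF-stimulated DMSO wells and 100% = unstimulated control wells; not every result past the cut was called active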
GALR2 blocker = GALR2 antagonists in receptor-expressing cells, primary screen. antagonist mode. inhibition, % at 4 µM. AID 828, 2007. Galanin receptor type 2 (Homo sapiens), O43603. 140,000 compounds, 0.39% hits; in the data active = inhibition above about 27%;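 note: cells stimulated with galanin 1-16 at roughly its EC80; 0% = agonist challenge control and 100% = basal control without agonist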
Target sequence (O43603 whole entry, looked up): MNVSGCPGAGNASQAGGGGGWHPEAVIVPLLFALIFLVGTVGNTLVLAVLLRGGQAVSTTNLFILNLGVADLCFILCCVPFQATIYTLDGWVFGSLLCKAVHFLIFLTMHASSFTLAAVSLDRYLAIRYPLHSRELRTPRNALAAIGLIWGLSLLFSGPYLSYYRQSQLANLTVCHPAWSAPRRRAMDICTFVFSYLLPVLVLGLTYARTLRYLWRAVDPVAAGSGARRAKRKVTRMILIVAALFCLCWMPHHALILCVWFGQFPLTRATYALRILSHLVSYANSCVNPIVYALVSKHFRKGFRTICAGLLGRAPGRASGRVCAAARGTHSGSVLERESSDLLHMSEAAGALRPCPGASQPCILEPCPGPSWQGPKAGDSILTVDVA
Yeast life ext = compounds extending yeast replicative lifespan, primary screen, S. cerevisiae, OD615. S. cerevisiae growth with nicotinamide; deaD strain in restrictive glucose medium. inhibition of the nicotinamide effect, % at 10 µM. 130,000 compounds, 0.68% hits;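 active = inhibition above a set limit, placed 3 SD over the median of all compounds, cut at about 26% in these data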;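 note: 0% = nicotinamide-treated wells and 100% = cells grown without nicotinamide; some compounds called inactive have numbers as strong as hits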
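Material: Modified budding yeast, DeaD strain | Medium: Restrictive glucose medium | Probe or stimulus: 1.5 mM nicotinamide | Dosing: Single dose 10 µM compound, 0.25% DMSO | Times: 48 h at 30 °C | Technique: OD615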
HCT116 bCat-KO = primary screen for growth suppressors in beta-catenin knockout HCT116 cells (colon tumor, human) | HCT116 beta-catenin knockout viability, CellTiter-Glo, 60 h; hits give low values | viability, % at 10 µM | 140,000 compounds, 1.5% hits;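 active = viability at or under a set limit, the compound median less 4 SD, cut at about 6% in these data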;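 note: 0% = Hyamine 1622 control at 20 µM and 100% = untreated cell control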
Measles CPE = compounds protecting cells from measles virus cytopathic effect, primary screen, measles RdRp inhibitor project, single point, MLSMR library, absorbance; Measles virus-infected cells, CPE protection; protection (pct of control), % at 4 µM; 140,000 compounds, 1.5% hits; AID 841, 2007; in the data active = protection mostly above about 24%, no sharp cut-off; inactive = mostly below about 26%; note: some compounds called inactive have numbers as strong as hits
NPY-Y2 antag = NPY-Y2 receptor antagonists, primary screen, cell-based | inhibition, % at 2.7 µM | NPY-Y2 expressing cells, antagonist mode | 140,000 compounds, 0.99% hits | Neuropeptide Y receptor type 2 (Homo sapiens), P49146; in the data active = inhibition above about 17%;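 note: 0% = vehicle with agonist challenge and 100% = reference antagonist with challenge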
Target sequence (P49146 whole entry, looked up): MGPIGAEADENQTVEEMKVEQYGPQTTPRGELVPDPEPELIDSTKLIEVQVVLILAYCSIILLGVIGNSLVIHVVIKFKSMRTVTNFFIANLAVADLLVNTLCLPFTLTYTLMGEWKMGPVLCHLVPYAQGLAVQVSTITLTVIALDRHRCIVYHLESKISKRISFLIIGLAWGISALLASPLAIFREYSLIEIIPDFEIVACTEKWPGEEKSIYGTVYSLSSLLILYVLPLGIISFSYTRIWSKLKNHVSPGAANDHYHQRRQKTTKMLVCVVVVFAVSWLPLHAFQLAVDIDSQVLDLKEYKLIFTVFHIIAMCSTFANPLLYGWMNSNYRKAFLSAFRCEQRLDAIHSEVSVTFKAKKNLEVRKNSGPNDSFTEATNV
BB579 growth dn = growth inhibitors of yeast BB579 in restrictive medium, primary screen, yeast lifespan-shortening project, S. cerevisiae; OD615, 48 h; inhibition, % at 10 µM; 140,000 compounds, 0.51% hits;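 active = inhibition above a set limit, 3 SD over the mean compound inhibition, cut at about 44% in these data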; note: inactives centre near -24
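Test system: S. cerevisiae DeaD strain BB579 yeast; Medium: restrictive CSMM-D medium; Compound: one dose, 10 µM compound with 0.25% DMSO; Incubation: 4 h cell preincubation, 48 h compound exposure, 30 °C humidified; Signal: OD at 615 nm; Benchmarks: amphotericin B at 10 µg/mL as positive control.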
PTEN del growth = growth suppression of PTEN-null HCT116, primary screen, cell-based, CellTiter-Glo; HCT116 PTEN-null viability, 60 h; hits give low values; viability, % at 10 µM; 140,000 compounds, 1.2% hits; AID 827, 2007;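 active = viability at or below a set limit, 4 SD under the median of all tested compounds, cut at about 3.7% in these data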;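 note: PTEN knockout HCT116 line with beta catenin targeted HCT116 as companion control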
Phagocyt inh = inhibitors of macrophage phagocytosis, primary screen, imaging, J774A.1 cells, IgG beads; 110,000 compounds, 0.07% hits; inhibition, % at 5 µM; J774A.1 macrophage IgG-bead phagocytosis; AID 1029, 2008;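 active = inhibition above the mean of the plate negative controls plus 5 SD, cut at about 13% in these data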;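 note: phagocytic index as fraction of beads internalized from green versus red external bead signal; plate controls were DMSO negative control for no effect and cytochalasin-D positive control for full effect; some results beyond the cut were filed as inactive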
* marks the source's active call; other numbers are inactive results; x = not tested or not shown; & = joins results of further samples; ! = not confirmed by another sample. Outcome played no part in choosing rows; overall some 6.3% were active at least once.

SMILES	MRP-1 activ	E-sel TNF inh	GALR2 blocker	Yeast life ext	HCT116 bCat-KO	Measles CPE	NPY-Y2 antag	BB579 growth dn	PTEN del growth	Phagocyt inh
CCCC1(C(=O)OCC)NC(c2ccc(N(C)C)cc2)C2C(=O)N(c3ccccc3)C(=O)C21 (stereo not given)	-2.2	-9	-19	-8	86	4	0	-23	91	x
COc1cccc(-n2nc3c(=O)n(Cc4ccccc4Cl)nc(C)c3c2C)c1	1.5	x	2	0	88	21	3	-24	96	-9
CC(NC(=O)c1cc(-c2ccc(Br)cc2)on1)c1ccccc1 (stereo not given)	-2.6	x	-8	-4	54	22	-3	-21	59	-2
CCCCc1nc2c(=O)[nH]c3ccccc3c2o1	-1.0	8	-9	-13	99	10	4	-6	94	1
CC(=O)NC(CCS(C)(=O)=O)C(=O)Nc1ccc2c(c1)OCCO2 (stereo not given)	-0.9	20	-8	x	88	7	2	-36	99	x
O=C(COc1ccccc1)NC1CCCCC1	-0.5	4	1	-5	89	6	5	-20	98	-4
COc1nc2c(s1)C(=O)NCCC2	-1.1	x	-9	-1	91	1	0	-18	100	-2
Cc1c(NC(=O)COc2ncnc3ccccc23)c(=O)n(-c2ccccc2)n1C	-0.3	-12	1	-9	101	20	6	2	105	-1
O=[N+]([O-])c1ccc2nc(-c3ccccc3)cc(-c3ccccc3)c2c1	-3.9	x	0	5	74	8	-2	-11	75	-7
Cc1cc(C(=O)N[C@@H](c2ccccc2)[C@]2(C)C[C@H]2[C@@H](C)C(=O)Nc2ccc3ccccc3c2)no1	-1.7	-21	2	14	58	4	7	-4	59	x
Cc1ccc(C(=O)Nc2cccc(C(=O)N3CCN(C)CC3)c2)cc1	-2.0	-4	-2	-4	93	9	3	-28	88	-4
Cc1ccc(N2C(=O)N(CC(=O)c3cc(C)ccc3C)C(=O)C2C)cc1 (stereo not given)	1.8	13	4	-9	83	5	3	-29	67	-8
COc1ccc(OC)c(NC(=O)Cn2cc(C(=O)c3ccco3)c3ccccc32)c1	-3.8	-15	-3	3	90	8	2	-37	94	-1
Cc1ccccc1N=C/C=C1\N(C)c2ccccc2C1(C)C	-0.7	8	0	-3	59	25	2	-48	60	x
O=C(O)CCc1ccc(-c2ccc(Cl)cc2)n1Cc1ccco1	-1.6	6	8	-6	98	13	4	-28	96	-2
C=CCNC(=O)c1c2c(nc3ccccc13)-c1ccccc1CC2	-1.0	-26	6	-13	94	15	2	9	80	x
O=C(CNC(=O)c1ccc(S(=O)(=O)N2CCCC2)cc1)N/N=C/c1c(Cl)cccc1Cl	0.5	5	-2	5	65	12	0	-30	76	2
CN1C(=O)N(C)C2(c3ccccc3)N(C(C)(C)C)C(=O)NC12c1ccccc1 (stereo not given)	-3.3	-8	0	6	97	6	1	-45	97	-1
CN(Cc1ccccc1)C(=O)c1oc(=O)c2ccccc2c1-c1ccccc1	-1.8	2	-9	-2	82	2	23*	-15	76	-3
CC1C(=O)C(C)C(c2cccs2)NC1c1cccs1 (stereo not given)	-1.4	-4	9	-1	94	9	2	-9	91	2
O=C(N1CCN(c2ccc(F)cc2)CC1)C1(c2cccs2)CCOCC1	-2.1	53	-21	3	93	18	7	-30	84	x
CCCNC(=O)c1cc(OC)c(OC)cc1[N+](=O)[O-]	-0.4	8	-4	-3	103	7	1	-13	97	-1
c1ccc(CSc2nnc(SCc3ccccn3)s2)nc1	-2.2	x	2	-5	83	6	-4	-22	90	-2
CCOC(=O)CNC(=O)c1sc(NC(=O)c2ccccc2F)nc1C	-1.0	9	5	-6	97	x	-1	-55	98	-1
COc1cc(/C=N/NC(=O)[C@H](Cc2c[nH]c3ccccc23)NC(=O)OCC(C)C)cc([N+](=O)[O-])c1O	-0.5	x	-2	0	98	12	0	-17	94	x
CCOC(=O)c1ccc(-n2c(C)nc3c(cnn3-c3ccc(Cl)cc3)c2=O)cc1	0.4	3	3	-3	88	12	1	6	91	-1
O=C(COC(=O)CCc1ccc(S(=O)(=O)N2CCCCC2)cc1)Nc1ccc2c(c1)OCO2	-4.0	-17	4	-2	91	17	7	2	88	0
CCOC(=O)CNC(=O)c1ccccc1Br	1.5	x	-2	-8	102	19	-1	-33	107	-3
Cc1ccc2c(c1)C1NC(=S)NC(C)(O2)C1C(=O)Nc1ccc(Cl)cc1 (stereo not given)	-3.9	x	11	-3	74	17	2	-34	78	-6
CCCCCCn1c(N2CCC(C(N)=O)CC2)nc2c1c(=O)[nH]c(=O)n2C	-1.3	-17	6	-5	86	5	1	-19	82	-1
COc1ccc2cc(CN(CCO)C(=O)c3ccccc3F)c(=O)[nH]c2c1	-0.2	100*	12	-8	100	14	1	-49	113	0
O=CN1CCN(C(=O)CN2C(=O)c3ccccc3C2=O)CC1	1.0	-12	2	-9	106	5	0	-2	100	-2
O=C(COc1ccc(-c2ccccc2)cc1)N1CCN(C(=O)c2cccnc2)CC1	-6.2	6	-6	-19	89	6	5	1	75	-1
Cc1cc(-c2nnc(SCC(=O)N3C(C)CCCC3C)o2)no1 (stereo not given)	-0.4	3	14	-12	93	1	3	-42	100	-1
CCOC(=O)Cn1nnc(-c2ccc(S(C)(=O)=O)cc2)n1	1.2	-16	-5	-15	90	19	2	-9	94	-2
CCOC(=O)c1cccc(NC(=O)CCn2cccc2)c1	-0.2	x	-3	-8	97	2	1	-29	100	-3
O=c1oc(-c2ccco2)nc2ccccc12	-3.2	0	-8	29	104	8	0	3	92	2
COc1cccc(CC(NC(C)=O)C(=O)NC2CCN(S(=O)(=O)c3cccc4ccccc34)CC2)c1 (stereo not given)	2.3	7	-4	-16	34	2	1	7	38	0
[O-][N+]1=C(c2cccs2)CN(O)C1	0.5	39	6	1	97	34*	0	-35	106	-1
COc1cc(NC(=O)c2cccs2)c(C(=O)OCC(=O)NC(=O)NCc2ccccc2)cc1OC	2.1	35	2	-19	106	2	8	-8	94	1
[O-][n+]1onc2c1CCc1c-2nc(-c2ccccc2)n1OCc1ccccc1	-4.3	-2	12	-20	86	5	3	-12	79	0
Cc1ccnn1CC(=O)N/N=C/c1ccc2c(c1)OCO2	-2.3	-22	1	-4	88	5	0	-4	95	2
CCc1cccc(CC)c1NC(=S)NCCc1c(C)[nH]c2ccc(C)cc12	-5.0	-19	13	-1	6	11	-2	32	2.6*	x
C=CCn1c(CC(=O)Nc2cccc(OC)c2)nnc1SCC(=O)NC1CCCCC1	0.5	-24	1	-9	94	9	1	-17	102	-2
Cc1ccc(Cl)cc1N1CCN(C(=O)c2cc3c(=O)[nH]c4ccccc4c3n2C)CC1	-2.9	-17	-6	5	5.6*	10	8	-30	6	1
CCN1C(=O)/C(=C\N2CCN(c3cccc(Cl)c3)CC2)SC1=S	0.9	x	-7	-8	85	-1	2	-25	69	x
O=c1[nH]c2cc3c(cc2cc1C(c1nnnn1Cc1ccccc1)N1CCCCCC1)OCCO3 (stereo not given)	-1.5	-10	-14	-13	93	12	4	-42	99	0
O=C(Nc1nncs1)C1(c2ccccc2)CCCC1	0.1	5	-5	-1	93	12	0	-10	105	-2
O=C(Nc1ccccc1Oc1ccccc1)c1ccc(Br)o1	-1.9	10	-10	-7	92	9	8	-15	81	-4
Nc1nc(Cl)cc(Sc2ccc(F)cc2)n1	0.7	-16	-7	-8	99	9	-1	-24	97	-1

Arranged by the number under Yeast life ext (low to high): some entries from above
| molecule | E-sel TNF inh | GALR2 blocker | Yeast life ext | Measles CPE | NPY-Y2 antag | Phagocyt inh |
| --- | --- | --- | --- | --- | --- | --- |
| O=c1[nH]c2cc3c(cc2cc1C(c1nnnn1Cc1ccccc1)N1CCCCCC1)OCCO3 (stereo not given) | -10 | -14 | -13 | 12 | 4 | 0 |
| C=CCn1c(CC(=O)Nc2cccc(OC)c2)nnc1SCC(=O)NC1CCCCC1 | -24 | 1 | -9 | 9 | 1 | -2 |
| Cc1ccnn1CC(=O)N/N=C/c1ccc2c(c1)OCO2 | -22 | 1 | -4 | 5 | 0 | 2 |

Continuation.
SMILES	MRP-1 activ	E-sel TNF inh	GALR2 blocker	Yeast life ext	HCT116 bCat-KO	Measles CPE	NPY-Y2 antag	BB579 growth dn	PTEN del growth	Phagocyt inh
C[C@@H]1NC(=O)[C@H](CCCN=C(N)N)NC(=O)c2cc([N+](=O)[O-])cc(I)c2OCC[C@@H](C(N)=O)NC1=O	-0.2	16	3	10	91	18	0	-31	89	x
Cc1cc(N2C(=O)CC(N3CCN(c4ccc(C(=O)c5cccs5)cc4)CC3)C2=O)no1 (stereo not given)	0.2	-21	4	-12	97	4	1	-76	90	0
CN(CC(CC(=O)O)c1ccccc1)S(=O)(=O)c1ccc(Br)cc1 (stereo not given)	1.1	3	10	-7	95	6	2	16	101	x
CCC(=O)Nc1ccc(Oc2ccc3c(c2)C(=O)N(c2ccc(O)cc2)C3=O)cc1	-0.4	7	-5	-6	96	3	2	-20	100	0
CCOC(=O)Cn1nnnc1CN(CCc1ccccc1)Cc1cc2cc(CC)ccc2[nH]c1=O	-1.4	19	-6	-1	76	20	3	-16	82	-2
Cc1nn(-c2ccccc2)c2[nH]c(=O)c(CNCC3CCCO3)cc12 (stereo not given)	-2.7	5	-4	-3	100	24	1	-30	103	-1
O=C(O)c1cc(-c2ccco2)nc2ccc(Br)cc12	0.7&-1.6	12	1	36*!	93&88	1&2	4	-30&-31	100&91	-5&0
O=C(N/N=C/c1cc2c3c(c1O)CCCN3CCC2)c1ccccc1O	-4.5	x	32*	2	14	7	2	62*	15	0
COc1ccc(OC)c(C(=O)c2oc3ccccc3c2NC(C)=O)c1	-4.8	-2	1	-9	60	4	-1	-43	54	1
Cc1cccc(NC(=O)C2CCN(S(=O)(=O)c3cccs3)CC2)c1	0.4	43	5	-6	84	8	-1	12	85	1
Clc1ccc(-n2nnnc2-c2ccccc2)cc1	-3.3	6	9	-21	94	52*	5	-1	96	-1
Cn1cc(SCC(=O)NCC2CCCO2)c2ccccc21 (stereo not given)	-1.0	x	x	1	94	4	x	-49	106	-2
COc1ccccc1/C=N/NC1=NCCCCC1	-0.2	7	7	-15	99	x	-1	-17	102	-2
CN(C)S(=O)(=O)N1CCN(C(=O)N2CCOCC2)CC1	1.6	x	-17	-13	105	11	2	-7	114	-1
Nc1cccc2c1C(=O)N(C(=O)c1ccc(Cl)c(S(=O)(=O)N3CCCCCC3)c1)C2=O	0.2	-1	9	75*	89	8	6	-48	100	1
COc1ccc(NC(=O)Nc2nc3c(s2)CCCC3)cc1	4.5	x	-5	-7	70	3	-1	2	65	-8
CC(=O)c1ccc(N2CCCCCC2)c(F)c1	1.8	18	2	-17	94	9	-1	19	101	0
CCn1cc(C(=O)O)c(=O)c2cc(F)c(N3CCNCC3)cc21	0.8	x	-6	2	98	15	0	-24	91	x

Bioassay records from PubChem.
